Bioassay records as filed in PubChem BioAssay.
HEK293 tox – kills HEK 293 cells; HEK 293 viability, ATP luminescence (CellTiter-Glo), 48-72 h; Potency, µM (series often up to 115 µM), for the others: at the highest dose activity change, negative = cytotoxicity, actives largely listed as inhibitors; 6.6% of 94,000 active; AID 1345083; also: potency is read from the fitted curve at half-maximal effect; nearly all actives have a fitted effect of over 60% in size
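Luminescence from cellular ATP, measured with CellTiter-Glo, indicates HEK 293 viability. Cells plated at 250 cells/well are treated with compound for 48 or 72 hr at 37 degree Celsius before reagent addition.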
HEK293 viab – cell viability loss counter-screen. HEK-293-SNCA-luc viability, GF-AFC fluorescence, 24 h. Potency, µM (titrated, usually from 57.1 µM), inactives show at the highest dose activity change, negative = cytotoxicity, most hits filed as cytotoxic. 0.12% of 150,000 active;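 also: potency is read from the fitted curve at half-maximal effect; 0% = DMSO-treated cells and -100% = medium-only wells without cells; nearly all actives have a fitted effect of over 30% in size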
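Cytotoxicity counterscreen: after 24 h compound treatment of genome-edited SNCA-luciferase HEK-293 cells, live-cell protease substrate GF-AFC read by fluorescence after 30 min; activity scaled between DMSO (0%) and medium-only (-100%), curves Hill-fitted.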
SNCA expr inh – reduces expression of the alpha-synuclein gene | 0.17% of 140,000 active | Potency, µM (series often up to 57.2 µM), inactives show at the top dose activity change, negative = inhibition, most hits filed as inhibitors | HEK-293 SNCA-luciferase knock-in, luminescence, 24 h;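 also: potency is read from the fitted curve at half-maximal effect; plate controls were DMSO cells for no effect and cell-free wells for full effect; nearly all actives have a fitted effect of over 45% in size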
GPT2 inh – blocks human glutamate pyruvate transaminase 2; Recombinant GPT2, coupled pyruvate oxidase/HRP Amplex Red fluorescence; Potency, µM (top dose mostly 57.7 µM), for the others: top-dose activity change, negative = inhibition, usual class: inhibitors; 0.25% of 100,000 active; also: potency is read from the fitted curve at half-maximal effect; nearly all actives have a fitted effect of over 60% in size; many of its hits are not listed in these tables
Target sequence (Q8TD30 whole entry, looked up): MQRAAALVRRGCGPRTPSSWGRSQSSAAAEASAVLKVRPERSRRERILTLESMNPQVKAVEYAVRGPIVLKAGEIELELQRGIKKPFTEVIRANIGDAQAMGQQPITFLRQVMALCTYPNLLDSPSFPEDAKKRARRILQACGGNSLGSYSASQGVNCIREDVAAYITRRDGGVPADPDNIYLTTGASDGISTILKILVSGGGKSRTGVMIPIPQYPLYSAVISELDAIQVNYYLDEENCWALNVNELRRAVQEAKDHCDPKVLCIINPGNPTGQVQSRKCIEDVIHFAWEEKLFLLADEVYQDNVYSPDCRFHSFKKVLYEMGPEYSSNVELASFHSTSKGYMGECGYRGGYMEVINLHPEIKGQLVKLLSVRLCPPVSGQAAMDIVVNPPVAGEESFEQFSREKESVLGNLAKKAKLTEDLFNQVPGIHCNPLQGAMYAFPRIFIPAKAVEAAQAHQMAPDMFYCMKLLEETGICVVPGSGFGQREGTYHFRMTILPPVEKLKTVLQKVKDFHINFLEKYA
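Fluorescence of coupled pyruvate oxidase/HRP/Amplex Red system (50uM Amplex, 30 min, dark) reports pyruvate formed by GPT2. Enzyme reaction: 10ng/uL GPT2, 2mM L-alanine, 250uM a-KG, 30 min room temperature, pH 7.5; 50uM AOA control.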
NIH3T3 tox – kills NIH 3T3 cells. NIH 3T3 viability, CellTiter-Glo ATP luminescence, 48-72 h. Potency, µM (doses to about 96.7 µM), without a hit: at the highest dose activity change, negative = cytotoxicity, most hits filed as inhibitors. 4.3% of 94,000 active; also: potency is read from the fitted curve at half-maximal effect; nearly all actives have a fitted effect of over 55% in size
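Luminescent ATP readout (CellTiter-Glo, 10 min RT) after 48 or 72 hr compound exposure of NIH 3T3 cells seeded at 400 cells/well in 1536-well format; quantitative HTS.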
IP6K1 inh – inhibitors of human IP6K1; Q92551; IP6K1 kinase, ADP-Glo luminescence, 2 h; active compounds read low; activity change, % (series mostly up to about 58 µM); 0.81% of 140,000 active; in the data active = activity change below about -25%
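ADP-Glo luminescence measures ADP made by human IP6K1 during a 2 h RT reaction with ATP/IP6 (mix at 1.3 mM/130 uM); top library doses 57.5 and 19.1 uM final.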
FLuc inh – blocks purified firefly luciferase enzyme activity | P08659 | purified P. pyralis luciferase, luminescence, biochemical | 2.5% of 76,000 active | Potency, µM (doses to about 115 µM), for the others: at the highest dose activity change, negative = inhibition, actives largely listed as inhibitors; also: potency is read from the fitted curve at half-maximal effect; nearly all actives have a fitted effect of over 65% in size
Target sequence (P08659 whole entry, looked up): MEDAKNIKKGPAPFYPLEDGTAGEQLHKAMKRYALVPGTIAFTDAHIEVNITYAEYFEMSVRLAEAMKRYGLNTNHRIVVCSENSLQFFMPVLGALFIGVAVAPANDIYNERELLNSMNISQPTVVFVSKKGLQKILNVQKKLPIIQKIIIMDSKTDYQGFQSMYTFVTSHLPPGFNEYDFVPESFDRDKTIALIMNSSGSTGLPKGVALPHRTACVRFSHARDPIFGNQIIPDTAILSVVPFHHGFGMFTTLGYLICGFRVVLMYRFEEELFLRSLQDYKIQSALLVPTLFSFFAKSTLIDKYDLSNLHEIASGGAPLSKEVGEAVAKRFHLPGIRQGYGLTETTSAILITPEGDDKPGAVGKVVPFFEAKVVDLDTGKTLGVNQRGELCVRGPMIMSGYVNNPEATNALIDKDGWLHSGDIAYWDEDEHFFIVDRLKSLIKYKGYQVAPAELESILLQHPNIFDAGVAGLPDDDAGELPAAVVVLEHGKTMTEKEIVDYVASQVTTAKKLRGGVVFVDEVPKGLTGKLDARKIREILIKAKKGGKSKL
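Cell-free enzyme assay, 10nM P. pyralis luciferase, luciferin and ATP each at 10uM. Inhibition profiled over a 6-point titration, read as luminescence.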
Numbers without * were called inactive; i = inactive; ? = inconclusive; · = no result given; [ ] = dose if it differs, or a comment. Unless noted, calls follow the shape of the dose curve; as a rule, active = well fitted curve in the direction sought with a large enough effect; inconclusive = small, poorly fitted or top-dose-only effect, or another doubt; inactive = no such curve, though single readings can be large; an effect the other way counts as inactive or inconclusive. Unless noted, % is scaled to controls: 0 for no effect and ±100 for the full control effect.

SMILES	HEK293 tox	HEK293 viab	SNCA expr inh	GPT2 inh	NIH3T3 tox	IP6K1 inh	FLuc inh
COc1ccccc1CCC(=O)N1CC[C@@H]2[C@@H](CCC(=O)N2CCN)C1	i	-2.9%	7.4%	i	3.2%	-8.0	5.0%
CCCCSc1nnc2c(n1)OC(c1ccc(Br)s1)N(C(C)=O)c1ccccc1-2 (centres undefined)	·	-3.8%	185.7%[activator]	·	·	-9.7	·
Cc1ccc(-c2cccc(COc3cnc4c(ccn4CC(=O)O)c3)c2)cc1	?	2.4%[87.6 µM]	-1.2%[87.6 µM]	i	-21.6%[138 µM]	-12.6	7.94µM*
CC1(CCCCN2CCOCC2)COc2ccc(C(=O)Nc3ccc(Cl)cc3)cc2N1 (centres undefined)	50.1µM*	4.1%	-5.4%	-5.8%	?	2.8	?
COc1ccc(C)cc1NCc1nnc2n1CCCCC2	·	13.5%	6.4%	·	·	-12.4	·
CCN1C(=O)CC(C(=O)Nc2ccc(OC)cc2)SC1=Nc1ccc(C)c(C)c1 (centres undefined)	·	-1.1%	?	·	·	-4.6	·
Cc1noc([C@H]2CCN(Cc3ccc(F)c(F)c3)C[C@H]2NC(=O)C2CC2)n1	2.7%	3.4%	6.7%	i	-4.0%	21.1	4.2%
COCc1cc(C)nc2sc3c(c12)NC(c1ccc(NC(C)=O)cc1)N(c1ccc(C)cc1)C3=O (centres undefined)	·	-1.4%	79.6%[activator]	·	·	54.1	·
Cc1cc(C)n(CCC(=O)N2CCCCCC2c2nnc(-c3ccccc3)o2)n1 (centres undefined)	?	-16.0%	-19.5%	1.3%	-10.2%	9.3	1.8%
O=c1oc2c(CN3CCCC3)c(O)ccc2cc1-c1ccccc1	·	?	91.3%[activator]	·	·	2.2	·
COCCCNc1ccc2nnc(-c3ccc(F)cn3)n2n1	4.2%[172 µM]	3.5%[87.6 µM]	8.0%[87.6 µM]	-3.0%[88.5 µM]	?	-16.3	4.2%[172 µM]
CNC(=O)N1CCC(C2CCN(C(=O)c3ccncc3)CC2)C1 (centres undefined)	3.8%	13.3%	-2.7%	-7.8%	-1.5%	-1.4	6.4%
Cc1ncsc1CCC(=O)N1CC(=O)N(C2CCCCC2)CC(OCc2ccccc2)C1 (centres undefined)	-4.7%	-2.6%	?	4.4%	-5.6%	14.7	-6.7%
C[C@H]1CC[C@@]2(OC1)O[C@H]1CC3[C@@H]4CC[C@@H]5C[C@@H](O[C@@H]6O[C@H](CO)[C@@H](O[C@@H]7O[C@@H](C)[C@H](O)[C@@H](O)[C@H]7O)[C@H](O)[C@H]6O[C@@H]6O[C@H](CO)[C@@H](O)[C@H](O)[C@H]6O)CC[C@]5(C)C4CC[C@]3(C)[C@H]1[C@@H]2C (some centres undefined)	·	-16.7%[12.5 µM]	·	i	·	7.0	·
COc1cccc(Nc2ncc3c(n2)C(C)(C(=O)Nc2nc(C)cs2)CC3)c1 (centres undefined)	50.1µM*	-15.1%[87.6 µM]	-7.5%[87.6 µM]	3.9%[88.5 µM]	?	-9.5	0.7%[172 µM]
CCC(=O)N(C1CCOCC1)C1CCN(S(=O)(=O)c2ccc(F)c(F)c2)CC1	0.5%	-3.6%	-27.7%	i	-25.7%	-7.1	-0.7%
Cc1noc(C)c1CC(=O)N1CCC(Cc2noc(C3CC3)n2)C1 (centres undefined)	1.0%	12.8%	7.6%	-4.9%	-3.5%	12.4	0.8%
CN1CC(=O)N(C2CCCNCC2)Cc2c(NCC3CC3)ncnc21 (centres undefined)	-18.7%	10.7%	6.8%	i	-15.8%	9.4	·
O=C(NCCc1ccccc1)C1CCCN1C(=O)c1cccc(-c2ccccn2)c1 (centres undefined)	3.5%	-6.4%	9.0%	-7.2%	-12.8%	-3.9	·
COC(=O)c1cc(NC(=O)c2sc3ccccc3c2Cl)cc(C(=O)OC)c1	·	1.6%	-20.4%	·	·	-3.0	·
COCCNC(=O)[C@H]1C[C@H](Oc2ccccc2)CN1C(=O)Nc1ccccc1	-11.4%	3.1%	-5.2%	?	-3.0%	9.3	-2.5%
CCCOC(=O)c1ccc(NC(=O)Cc2csc(C)n2)cc1	·	4.2%	8.2%	·	·	8.4	·
Cc1cc(C(=O)N2CCC(Oc3ccccc3)C2)n(C)n1 (centres undefined)	-7.3%	10.0%	21.8%	i	-22.1%	7.8	7.5%
COc1ccc(OC)c(NC(=O)CSc2ccc(-c3cccs3)nn2)c1	·	-16.4%	?	·	·	-5.7	·
CC(C)CN1CCN(C2CCOC3(CCN(C(=O)c4ccc5[nH]ccc5c4)CC3)C2)CC1 (centres undefined)	-15.3%	3.8%	29.8%	i	-0.9%	0.9	-2.2%
Later entries:
SMILES	HEK293 tox	HEK293 viab	SNCA expr inh	GPT2 inh	NIH3T3 tox	IP6K1 inh	FLuc inh
C[C@@H](NC(=O)c1ccc(F)cc1)c1onc(-c2ccccc2)c1C(=O)O	i	4.7%[87.6 µM]	-11.8%[87.6 µM]	-9.5%[88.5 µM]	i	3.0	8.2%[172 µM]
COCCC(=O)N1CC2(CCCCC2)CC1COc1ccc(OC)cc1 (centres undefined)	?	0.1%	-16.1%	?	?	18.2	·
CCc1cc(=O)n(CC(=O)Nc2cccc(Br)c2)c(N2CCOCC2)n1	?	2.8%	9.2%	1.2%	?	-8.2	6.6%
COc1ccc(-c2noc(CSc3nnc(-c4ccncc4)n3-c3ccc(C)c(C)c3)n2)cc1	·	?	-25.6%	·	·	36.8	·
O=C(NCCc1ccccc1)N1CCC(c2noc(-c3ccccn3)n2)C1 (centres undefined)	?	-2.3%	-2.8%	i	-22.1%	5.4	-6.5%
CCCN1Cc2cccc(C(=O)Nc3cc(C)cc(C)c3)c2C1=O	·	8.3%	-10.0%	·	·	-15.0	·
CC1(C)[C@H](Cc2cc(CN3CCOCC3)on2)C[C@@H]1NC(=O)Nc1ccc(F)cc1	?	-11.0%[87.6 µM]	65.4%[activator][87.6 µM]	-3.6%[88.5 µM]	?	-2.7	?
COc1ccc(-c2noc(-c3ccc(N4C[C@H]5CC[C@H]4C5)nc3)n2)cc1	?	-1.9%	31.8%[activator]	-2.6%	-22.2%	4.5	25.1µM*
CC(C)(Cc1ccccc1)NCC(O)c1ccc(O)c(NS(C)(=O)=O)c1 (centres undefined)	·	-34.7%	·	-36.7%	·	-7.8	·
O=C(CCC(F)(F)F)N1CCC(Oc2cnc3c(ccn3-c3cncnc3)c2)CC1	?	-11.9%[87.6 µM]	8.2%[87.6 µM]	?	?	1.7	10.6%[172 µM]
CO[C@H]1C(=O)N(C2CCN(C(=O)c3cnn(C)c3)CC2)[C@H]1c1ccncc1	i	-2.4%	-2.2%	1.0%	i	7.8	-1.9%
Cc1noc(C)c1C(=O)N1CCC([C@H]2[C@@H](Oc3ccccc3)CN2C(C)C)CC1	-11.5%	?	8.9%	i	-17.4%	21.8	·
C=CCOc1cccc(-c2nnc(CCC(=O)NC(C)c3ccccc3)c(=O)[nH]2)c1 (centres undefined)	-11.1%	13.3%	-13.8%	-6.9%	-27.4%	20.2	-19.7%
O=[S+]([O-])(Nc1ccccc1)c1ccc2c(c1)OCCN(Cc1ccncc1)C2	?	2.4%[87.6 µM]	-24.3%[87.6 µM]	-5.3%[88.5 µM]	?	5.1	-3.0%[172 µM]
NC(=O)Cc1c[nH]c2ncc(-c3cccc(OC(F)(F)F)c3)cc12	?	-16.5%[87.6 µM]	-25.0%[87.6 µM]	?	?	-27.4*	13.0%[172 µM]
CCn1cc(C(=O)N2CCN(c3ccc(OC)cc3)CC2)c(=O)c2cc(S(=O)(=O)N3CCOCC3)ccc21	·	4.4%	46.3%[activator]	·	·	1.0	·
COc1ccc(CCC(=O)NCCC2CCN(C(=O)Nc3cc(F)cc(F)c3)CC2)cc1	-10.8%	10.4%	-13.6%	-1.6%	-9.4%	5.7	0.0%
CCCCN(C)CCNC(=O)C1CCCN(S(=O)(=O)c2cccc3nsnc23)C1 (centres undefined)	·	-3.8%	-9.7%	·	·	-2.3	·
Cc1cccc(OC[C@H]2C[C@@H](N(C)C)[C@H](O)[C@@H]2O)n1	i	1.2%[87.6 µM]	-3.2%[87.6 µM]	2.2%[88.5 µM]	1.4%[138 µM]	-7.7	3.0%[172 µM]
CNC(=O)c1cc(C2CC2)nc2onc(C3CCN(C(=O)c4ccc(Cl)cc4)C3)c12 (centres undefined)	?	·	·	·	?	-11.5	·
CC(C)n1cc2cc(C(=O)NCc3ccccc3F)sc2c1	-25.3%	6.8%	10.3%	?	-27.1%	0.9	-19.0%
COc1ccc(OC)c(NC(=O)CCc2c(C)nc3c(-c4ccccc4)c(C)nn3c2C)c1	·	3.4%	-2.4%	·	·	28.1	·
O=C(NCc1cc(F)cc(F)c1)c1ccc(Cn2ccn3nc4c(c3c2=O)CCCC4)cc1	?	-15.8%	-6.8%	i	?	25.2	-8.0%
C=CCNC(=O)C(NC(=O)c1ccc(OC)cc1)C1CCN(C(=O)c2ccccc2C)CC1 (centres undefined)	-7.5%	11.7%	-8.9%	0.7%	-13.5%	4.2	-1.7%
CCCCS(=O)(=O)N1CCC(CC(=O)NCc2ccccc2)C1 (centres undefined)	8.7%	-21.2%[12.5 µM]	20.6%	i	i	4.1	4.5%

Three of the compounds above, in CSV form:
Compound,HEK293 tox,HEK293 viab,SNCA expr inh,GPT2 inh,NIH3T3 tox,IP6K1 inh,FLuc inh
COc1ccc(-c2noc(-c3ccc(N4C[C@H]5CC[C@H]4C5)nc3)n2)cc1,?,-1.9%,31.8%[activator],-2.6%,-22.2%,4.5,25.1µM*
CC(C)(Cc1ccccc1)NCC(O)c1ccc(O)c(NS(C)(=O)=O)c1 (centres undefined),·,-34.7%,·,-36.7%,·,-7.8,·
O=C(CCC(F)(F)F)N1CCC(Oc2cnc3c(ccn3-c3cncnc3)c2)CC1,?,-11.9%[87.6 µM],8.2%[87.6 µM],?,?,1.7,10.6%[172 µM]

Following part:
SMILES	HEK293 tox	HEK293 viab	SNCA expr inh	GPT2 inh	NIH3T3 tox	IP6K1 inh	FLuc inh
Cc1ccc(-c2[nH]ncc2CN2CCN(c3ccc(Cl)cn3)CC2)cc1C	35.5µM*	4.0%	-9.0%	?	?	8.6	-9.9%
O=C(O)C[C@H](O)C[C@H](O)/C=C/c1c(C2CC2)nc2ccccc2c1-c1ccc(F)cc1	·	-19.1%	·	i	·	5.1	·
CCN(CC)C(=O)CC[C@@H]1CNC(=O)[C@@H]2C[C@H](NC(=O)Nc3ccsc3)CN12	i	-8.2%[87.6 µM]	45.9%[activator][87.6 µM]	i	-11.1%[174 µM]	19.6	-0.7%[172 µM]
Cc1nnc([C@H]2CCN(Cc3ccc(F)cc3)C2)o1	2.7%[230 µM]	-0.5%[87.6 µM]	2.5%[87.6 µM]	i	?	-9.7	10.3%[230 µM]
COCCCNC(=O)N1CCCN(C(=O)C2CC2)C(c2ccccc2)CC(=O)NCC1 (centres undefined)	-10.7%	3.0%	-12.8%	i	-17.4%	25.2	-0.3%
O=C(C1CCCCC1)N1CCC2(COc3ncccc3S(=O)(=O)N2)C1 (centres undefined)	-14.4%	4.5%	10.2%	-4.5%	-16.3%	9.4	·
